# APJ agonist = activates the human apelin receptor APJ. P35414. CHO-K1 APJ PathHunter beta-arrestin, luminescence; 0% DMSO wells, 100% apelin. activation, % at 20 µM. hit rate 0.11% among 330,000;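 active = activation more than six SD over the plate average, tested at 20 µM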;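 also: 0% = DMSO alone and 100% = apelin-13 at 10 nM; some results filed as inactive read as strong as hits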
# Target sequence (P35414 whole entry, looked up): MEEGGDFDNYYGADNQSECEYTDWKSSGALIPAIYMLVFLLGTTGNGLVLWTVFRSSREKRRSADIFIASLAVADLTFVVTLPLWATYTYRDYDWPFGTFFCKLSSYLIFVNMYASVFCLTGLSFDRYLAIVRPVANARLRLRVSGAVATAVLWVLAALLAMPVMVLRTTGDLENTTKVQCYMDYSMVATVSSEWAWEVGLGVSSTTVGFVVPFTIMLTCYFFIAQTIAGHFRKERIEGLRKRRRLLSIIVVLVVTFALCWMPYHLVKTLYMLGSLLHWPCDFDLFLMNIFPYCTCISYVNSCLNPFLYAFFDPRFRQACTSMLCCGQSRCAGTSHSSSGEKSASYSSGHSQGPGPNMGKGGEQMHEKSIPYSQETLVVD
#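 Assay system: CHO-K1 cells stably expressing ProLink-tagged human APJ and arrestin–beta-gal acceptor. Compound dosing: 20 µM single point, 1% DMSO. Times: 16-18 h seeding, 90 min dark compound exposure, 60 min detection. Detection: beta-gal luminescence. Evaluation: APJ–arrestin association signal. Controls: negative DMSO alone, positive Apelin-13 at 10 nM.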
# tim10-1 inh = inhibits growth of tim10-1 mutant yeast; S. cerevisiae tim10-1 ts strain growth, BacTiter-Glo, 24 h; inhibition, % at 20 µM; hit rate 2.2% among 330,000; AID 463190;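 active = inhibition of at least 40%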;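 also: mutant grown at 25 °C; 0% = DMSO wells with yeast and 100% = wells holding no yeast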
# UPR CHOP act = activators of apoptotic arm of unfolded protein response (CHOP). activation, % at 10 µM. hit rate 0.34% among 330,000. CHO-CHOP luciferase reporter, UPR activation, luminescence; percent of tunicamycin response over DMSO baseline;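 active = at 10 µM dose, activation of 40% or more, normalized to positive control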;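 also: 100% = tunicamycin at 10 µg/mL and 0% = DMSO alone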
#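 System: CHO CHOP reporter cells. Amount: 500 cells per well. Buffer or medium: F12 medium, 10% FBS. Compound dosing: one dose, 10 µM in 0.5% DMSO. Incubation: 6 h compound exposure at 37 °C after overnight seeding. Technique: Steady-Glo luciferase luminescence. Benchmarks: tunicamycin and DMSO controls.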
# NALP3 yeast inh = NALP3 inhibition in yeast; Yeast reconstituted NLRP3/ASC/caspase-1, beta-gal luminescence, 24 h; inhibition, % at 10 µM; hit rate 0.39% among 330,000; AID 2825;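 active = inhibition of 50% or more; inactive = inhibition below 50%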;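 also: plate controls were induced DMSO wells for no effect and uninduced yeast grown without galactose for full effect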
# TIM10 inh = inhibits growth of TIM10 yeast strain; S. cerevisiae TIM10 strain growth, BacTiter-Glo luminescence, 24 h; inhibition, % at 10 µM; hit rate 1.4% among 330,000;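 active = inhibition of 40% or more at the single tested concentration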;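 also: wild-type TIM10 isogenic control strain grown at permissive 25 °C; 0% = DMSO yeast wells and 100% = minimal medium wells without yeast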
# tim23-1 inh = growth inhibitors of tim23-1 mutant yeast; S. cerevisiae tim23-1 growth, BacTiter-Glo luminescence, 24 h; inhibition, % at 20 µM; hit rate 1.3% among 330,000;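 active = growth inhibition of the mutant yeast at or above 50%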;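 also: temperature-sensitive mutant grown at 25 °C; plate controls were DMSO-treated mutant yeast for no effect and medium wells lacking yeast for full effect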
# UPR XBP1 act = activators of adaptive arm of unfolded protein response (XBP1); CHO-XBP1 luciferase reporter, IRE1-XBP1 UPR activation, luminescence; percent of tunicamycin response, DMSO as zero; activation, % at 20 µM; hit rate 0.33% among 330,000;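 active = versus positive control, 20 µM dose yields 30% or more activation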;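 also: 100% = tunicamycin at 10 µg/mL and 0% = DMSO only wells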
#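 Material: CHO cell line with stable XBP1 luciferase reporter; schedule: 16-18 h cell attachment at 37 °C, then 6 h compound exposure; signal: glow luminescence from Steady-Glo reagent; medium: serum-containing F12 medium, 10% FBS; benchmarks: tunicamycin 10 µg/mL and vehicle-only wells; read-out: percent activation relative to tunicamycin reference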
# Mdm2-MdmX inh = human Mdm2/MdmX binding inhibition. O15151+Q00987. SaOS-2 split-luciferase Mdm2/MdmX complementation, luminescence. inhibition, % at 8 µM. hit rate 3% among 330,000. AID 485346;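 active = inhibition of at least 50% at 8 µM in the primary screen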
# NR3A LBD binder = modulators (binders) of human NR3A ligand-binding domain. NR3A LBD differential scanning fluorimetry, Tm shift; 0% = protein alone, 100% = glycine-bound protein. Tm shift relative to glycine control, % at 25 µM. hit rate 2.5% among 340,000. AID 1259313;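 active = melting temperature shift of at least 10% of the positive control shift, at one fixed dose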
# Starred values were filed as active, the others as inactive; nt = not tested or not shown.
# Below each compound: APJ agonist	tim10-1 inh	UPR CHOP act	NALP3 yeast inh	TIM10 inh	tim23-1 inh	UPR XBP1 act	Mdm2-MdmX inh	NR3A LBD binder
CC(NC(=O)c1ccc(OC2CCN(C(=O)c3cccnc3)CC2)cc1)C1CC1 (centres undefined)
 : -2	17	-2.6	17	2	11	0	-4	1
CCOC(=O)/C=C1\SCC(=O)N1CC(=O)Nc1cccc(F)c1
 : -2	5	1.0	16	6	-3	-4	-11	-1
COCCCN(C(=O)Cc1csc(-c2cccc(Cl)c2)n1)c1c(N)n(Cc2ccccc2)c(=O)[nH]c1=O
 : -4	6	0.4	12	1	1	-3	23	-2
CC1CCN(CC(=O)Nc2cccc([N+](=O)[O-])c2)CC1
 : -1	22	-1.1	10	-15	-5	1	10	-3
Cc1sc2ncnc(OCC(=O)N3CCN(C(=O)c4ccco4)CC3)c2c1C
 : -4	-11	-2.1	8	-6	1	0	-12	0
O=C(O)CCCNc1ccc(S(=O)(=O)Nc2ccccc2C(=O)O)cc1C(=O)O
 : 4	8	-0.1	4	3	3	-1	-5	5
Cc1ccc2nc(C)c(Cl)c(=O)n2c1
 : -4	10	-0.5	3	-11	7	0	-4	-6
Cc1cc(NC(=O)Nc2ccc(C)c(C)c2)no1
 : -1	-8	1.7	27	6	-14	1	-4	-2
NC(=O)NCCC1=CCCCC1
 : -5	6	-0.1	0	4	4	-3	6	0
CS(=O)(=O)c1ccc2nc(NC(=O)c3cccc([N+](=O)[O-])c3)sc2c1
 : -1	19	7.3	10	13	20	-2	-38	7
CCOc1ccc(S(=O)(=O)N2CCCC(C(=O)NC3CCCC3)C2)cc1 (centres undefined)
 : 3	-5	1.5	10	4	8	-2	-18	1
COc1ccccc1-c1nnc(SCC(=O)NC2CCCCC2)o1
 : -2	2	-1.5	-6	7	8	1	6	1
CN1CCN(C(=S)c2ccc(Cl)cc2)CC1
 : -3	21	-1.5	5	-4	7	0	10	10*
Cn1cnnc1SCC(=O)Nc1cccc(C(=O)O)c1
 : -1	3	-1.0	-3	2	-5	1	12	1
COc1cccc(NC(=O)CN(C)CC(=O)c2c(N)n(Cc3ccccc3)c(=O)n(C)c2=O)c1
 : 0	0	0.1	11	0	-5	-3	20	1
CCOc1ccc(CCNC(=O)CCC(=O)c2cccs2)cc1OCC
 : -3	0	0.7	10	-4	4	1	20	3
CCN(CC)S(=O)(=O)c1cccc(C(=O)Nc2cccnc2)c1
 : 1	1	-1.0	0	-4	11	-1	-2	0
Cc1[nH]c(=S)c(C#N)c(-c2ccco2)c1C(=O)N(C)C
 : -2	-6	1.1	16	19	17	1	-46	2
O=C(NCCCn1ccnc1)c1cn(Cc2ccc(F)cc2)nn1
 : 1	11	-1.0	0	8	16	1	-28	-4
O=C1CC(Sc2ccc(Cl)cc2)C(=O)N1Cc1ccncc1 (centres undefined)
 : -2	10	0.4	-1	-3	8	-4	-7	0
O=C(OCCNC(=O)c1ccc2ccccc2n1)c1cccnc1
 : -2	17	0.8	7	7	12	-1	11	1
O=C(O)[C@@H]1[C@@H]2C[C@@H]2CN1c1ncccc1[N+](=O)[O-]
 : -1	12	-0.5	13	1	21	0	7	-3
Cn1c(=O)c(=O)n(C)c2cc(N3CCCCC3)c(NS(=O)(=O)c3ccc([N+](=O)[O-])cc3)cc21
 : 6	28	1.0	-9	6	10	-1	-7	0
CC(=O)Nc1ccc(NC(=O)C(C)Sc2n[nH]c(-c3ccc(C)cc3)n2)cc1 (centres undefined)
 : 5	4	2.9	20	-6	14	2	-27	-2
CC(=O)Oc1ccc(N2C(=O)C3C4C=CC(CO)(O4)C3C2=O)cc1 (centres undefined)
 : 4	-1	-0.6	14	-6	7	-2	4	1
O=C(NCc1cccnc1)C1CC(c2ccc(Cl)c(Cl)c2)=NO1 (centres undefined)
 : 1	-16	-1.5	13	-15	-2	-5	29	-5
Oc1c(C=Nc2cccnc2)sc2ccccc12
 : 8	4	7.2	20	21	-1	15	32	6
CCN(CC)C(=S)SCC(=O)Nc1ccc(S(N)(=O)=O)cc1
 : -1	9	-1.0	6	-17	3	-3	13	-1
CC(=O)c1c(COC(=O)c2ccc(F)cc2)nc2ccccc2[n+]1[O-]
 : -1	6	3.5	24	8	2	-1	6	1
O=C(N/C(=C/c1ccc(F)cc1)C(=O)N1CCCCC1)c1ccco1
 : -2	18	-1.1	10	2	6	-1	20	1

# Single records, as listed above. Values in the order: APJ agonist | tim10-1 inh | UPR CHOP act | NALP3 yeast inh | TIM10 inh | tim23-1 inh | UPR XBP1 act | Mdm2-MdmX inh | NR3A LBD binder
# `CCN(CC)S(=O)(=O)c1cccc(C(=O)Nc2cccnc2)c1` is listed with 1 | 1 | -1.0 | 0 | -4 | 11 | -1 | -2 | 0
# `CCOc1ccc(CCNC(=O)CCC(=O)c2cccs2)cc1OCC` is listed with -3 | 0 | 0.7 | 10 | -4 | 4 | 1 | 20 | 3
# `CC(=O)Oc1ccc(N2C(=O)C3C4C=CC(CO)(O4)C3C2=O)cc1` (centres undefined) is listed with 4 | -1 | -0.6 | 14 | -6 | 7 | -2 | 4 | 1

# Continuation.
# Below each compound: APJ agonist	tim10-1 inh	UPR CHOP act	NALP3 yeast inh	TIM10 inh	tim23-1 inh	UPR XBP1 act	Mdm2-MdmX inh	NR3A LBD binder
O=C(NCc1ccco1)C1CCCN(S(=O)(=O)c2cccc3nonc23)C1 (centres undefined)
 : 4	-2	10	-5	-6	7	-5	7	1
CCc1ccc(-c2nc(CS(=O)CC(=O)NCCN3CCCCCC3)c(C)o2)cc1 (centres undefined)
 : -3	-2	-1.0	-1	4	8	-2	9	-1
Cc1nnc(C)c2c(C)n(-c3ccccc3N)c(C)c12
 : 0	-8	0.5	9	0	0	-4	-27	-1
CN(C)/C=C/C(=O)c1nn(-c2ccc(F)cc2)ccc1=O
 : 2	-13	0.0	-1	4	-10	-1	14	0
CCC(=O)NCc1nc2ccccc2n1Cc1ccccc1F
 : -7	11	-1.5	-1	8	2	1	22	1
COc1cc(/C=N/NC(=O)c2csc3c2CCCC3)ccc1OCCN1CCOCC1
 : 10	-7	1.4	10	11	1	-2	-2	5
CC(=O)Nn1cnc2c(c1=O)C1(CCCCC1)Cc1ccccc1-2
 : 1	25	-1.2	4	8	20	-1	-2	6
O=C(CSc1nc2ccc([N+](=O)[O-])cc2[nH]1)c1ccc(Cl)cc1
 : 0	-2	0.1	14	5	1	-3	5	18*
COc1ccccc1NC(=O)CCSc1nnc(-c2ccco2)o1
 : -2	1	1.0	4	11	-2	0	2	1
Nc1nc(SCc2ccc(Cl)cc2Cl)n[nH]1
 : 0	10	-1.8	17	7	19	0	4	-3
CC(c1nc2ccccc2n1Cc1ccccc1)N1CCCCC1 (centres undefined)
 : -4	16	1.8	5	-2	2	1	1	-3
COc1cccc(C(=O)N(CN2CCCC2=O)c2cccc(Cl)c2)c1OC
 : -3	17	-0.8	-4	4	14	-1	7	2
Clc1ccc(OCCOCCNCc2ccccc2)cc1Cl
 : -2	-12	0.5	30	-48	-55	-3	25	2
CC1(OC(=O)c2ccc(Cl)nc2)C(=O)C=C2C=C(C3CC3)OC=C2C1=O (centres undefined)
 : 6	11	0.8	-2	3	15	1	4	nt
Cc1cc(Nc2ccc(Cl)cc2)n(-c2ccccc2)n1
 : 0	29	-0.3	20	19	46	0	17	-8
CCC(C)c1ccccc1NC(=O)C1CCCO1 (centres undefined)
 : -1	19	-1.1	16	-10	-2	0	4	1
N#Cc1c(N2CCOCC2)nsc1-c1ccc(C(F)(F)F)cc1
 : -3	-11	2.0	44	-12	-3	2	-81	-1
CCCN1CCN(CCNC(=O)Nc2ccccc2Cl)CC1
 : 0	1	1.9	-4	-22	3	2	4	-1
CCn1cc(C(=O)NCc2ccncc2)c(=O)c2cc(F)c(N3CCN(C(=O)c4ccco4)CC3)cc21
 : 0	-16	1.0	0	-2	-9	-7	37	0
CCC(C)c1ccccc1NC(=O)COc1ccc(-n2cnnn2)cc1 (centres undefined)
 : -3	12	-0.9	14	5	14	-1	18	0
COc1cccc(NC(=O)COc2ccccc2)c1
 : -1	-9	3.1	32	4	2	-2	16	2
COc1ccccc1C(=O)NNC(=O)C1CCN(C(=O)OC(C)(C)C)CC1
 : -2	1	-0.1	10	17	11	-3	-25	10
O=C(Nc1ccc(S(=O)(=O)N2CCCC2)cc1)c1cccs1
 : -1	25	1.6	13	17	23	-2	15	-2
Cc1cc(Cn2nc(-c3ccccc3)cc2C(=O)NCc2cccc(Br)c2)on1
 : -4	-1	1.9	10	-1	-8	-3	11	2
Nc1ccccc1SCc1ccccc1
 : -4	-9	1.5	16	-8	-16	1	-1	-1
O=C(NCC1CCCCC1)c1ccc(F)c(S(=O)(=O)N2CCOCC2)c1
 : -4	19	2.0	4	5	21	-2	34	3
O=C(Nc1ccn(Cc2c(F)c(F)c(F)c(F)c2F)n1)c1cccc(Cn2cc([N+](=O)[O-])cn2)c1
 : -2	15	4.9	-4	4	-17	2	27	-1
O=[N+]([O-])c1cccc(S(=O)(=O)Nc2ccc(-c3ccc(N4CCOCC4)nn3)cc2)c1
 : 5	15	-1.2	13	2	10	-2	12	3
COc1cccc(C2c3[nH]c4ccccc4c3CCN2Cc2cnc(C)s2)c1OC (centres undefined)
 : 4	23	1.3	7	14	13	-2	0	-3
Cc1cc(C)n(CC(=O)Nc2cccc(C(F)(F)F)c2)n1
 : -3	15	2.9	2	-3	2	-2	11	0
Cc1cc(C)n(CC(O)COc2ccccc2C)n1 (centres undefined)
 : 0	5	-1.8	14	-3	14	-1	22	-2
CCOC(=O)c1c(C)[nH]c(C(=O)COC(=O)[C@H](C)NC(=O)c2ccccc2Cl)c1C
 : 4	19	5.1	16	18	23	4	-21	-1
O=C(c1ccc2c3n(nc2c1)-c1ccc(Cl)cc1CO3)N1CCOCC1
 : -3	14	3.5	16	-3	-1	5	-38	0
C#CCNC(=O)C1=C[C@@H](c2cn(C(C)=O)c3ccccc23)C[C@@H](OCCCCO)O1
 : -3	12	1.2	4	14	13	-2	7	-1
Cc1cc(C)cc(N(CC(=O)N2CCCC2)S(C)(=O)=O)c1
 : -3	7	1.1	0	0	9	0	12	0
COC(=O)N/N=C/c1cccc(OCCSc2ccc(Cl)cc2)c1
 : 1	8	-0.2	22	18	36	0	-59	-3
O=C(CCc1ccccc1)Oc1ccccc1[N+](=O)[O-]
 : 0	30	1.2	7	36	57*	1	-9	1
CCn1c(C)nc2cc(NC(=O)Nc3cccc(C(C)=O)c3)ccc21
 : -2	16	1.2	3	7	4	-4	3	3
CCOc1ccc(N(CC(=O)Nc2cc(C)ccc2C)S(=O)(=O)c2c(C)[nH]c(=O)[nH]c2=O)cc1
 : -4	7	1.2	2	6	-12	-1	4	0
COc1ccc(C2NC(=O)NC(C)=C2C(=O)OCc2ccccc2)cc1 (centres undefined)
 : -3	11	0.0	10	-8	10	-5	24	-1
CCC(=O)NC(=S)Nc1ccc(S(=O)(=O)NC(C)C)cc1
 : -4	14	0.3	-3	13	13	-1	-11	0
Cc1nn(C)c(C)c1S(=O)(=O)N1CCC(CO)(Cc2ccc(Cl)cc2)CC1
 : 1	11	-0.3	2	1	16	-5	27	1

# Bioassay records from PubChem BioAssay.
